Source: PubChem BioAssay
SMN2 splice up = enhancers of SMN2 splice variant expression. HEK293 SMN2-luciferase splicing reporter, luminescence, 30-36 h. 2.8% of 210,000 active. Potency, µM (series often up to 46.1 µM), inactives show at the highest dose activity change, positive = activation, hits mostly activators. AID 1458; also: % of control where 0% means no effect; nearly all actives have a fitted effect of over 55% in size
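HEK293 cells carry an SMN2 […]–luciferase reporter in which exon 7 inclusion puts luciferase in frame. Cells were plated 10-12 h before compound addition, then incubated 30-36 h at 37C. ONE-Glo luminescence was read; sodium butyrate at 4.5 mM final served as control.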
RECQ1 helicase = RECQ1 (human) helicase inhibition; AID 2549; 0.54% of 240,000 active; RECQ1 DNA unwinding, red fluorescence kinetic read; Potency, µM (highest dose often 57.3 µM), for inactives: at the top dose activity, negative = inhibition, usual class: inhibitors;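 also: plate controls were vehicle for no effect and no enzyme for full effect; nearly all actives have a fitted effect of over 30% in size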
Target sequence (P46063 whole entry, looked up): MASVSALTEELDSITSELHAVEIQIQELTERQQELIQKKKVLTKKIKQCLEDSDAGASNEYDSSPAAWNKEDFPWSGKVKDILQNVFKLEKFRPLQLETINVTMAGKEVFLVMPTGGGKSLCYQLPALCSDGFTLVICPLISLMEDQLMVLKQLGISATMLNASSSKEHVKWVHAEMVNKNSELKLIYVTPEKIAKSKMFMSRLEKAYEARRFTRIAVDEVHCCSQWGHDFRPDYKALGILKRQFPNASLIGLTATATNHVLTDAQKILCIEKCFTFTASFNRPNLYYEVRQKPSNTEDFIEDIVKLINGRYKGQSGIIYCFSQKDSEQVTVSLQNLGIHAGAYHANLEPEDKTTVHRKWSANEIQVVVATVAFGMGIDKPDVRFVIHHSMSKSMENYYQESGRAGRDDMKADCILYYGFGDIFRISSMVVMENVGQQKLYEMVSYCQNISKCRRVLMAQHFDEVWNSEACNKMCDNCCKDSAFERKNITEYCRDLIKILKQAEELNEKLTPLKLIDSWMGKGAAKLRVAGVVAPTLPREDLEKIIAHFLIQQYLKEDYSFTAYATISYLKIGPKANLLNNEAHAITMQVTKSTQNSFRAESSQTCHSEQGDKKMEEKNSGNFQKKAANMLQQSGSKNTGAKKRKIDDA
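RECQ1T1 50 nM; forked duplex (20 bp + 30-nt ss tails) 200 nM, ATP 2 mM final; pH 8.0, 2 mM MgCl2, 2.5 ug/ml poly(dI-dC); 15 min compound preincubation; discontinuous kinetic read over 2 h at RT.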
Epigenetic derep = derepresses silenced GFP reporter in murine cells. murine LDR cells, GFP reporter derepression, 30 h. 0.2% of 280,000 active. Potency, µM (highest dose often 53.9 µM), without a hit: top-dose GFP activation, usual class: activators; also: % of control where 0% means no effect; nearly all actives have a fitted effect of over 60% in size
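Readout is the number of GFP-expressing murine LDR cells, counted by cytometry following washing. Cells were treated with compound for 30 h at 37 C; the stably integrated CMV-GFP locus is normally silent.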
JMJD2E inh = blocks human JMJD2E demethylase activity; JMJD2E catalytic domain, FDH-coupled NADH fluorescence (FDH is formaldehyde dehydrogenase); 1.6% of 230,000 active; B2RXH2; Potency, µM (titrated, usually from 57.1 µM), for the others: top-dose activity change, negative = inhibition, actives largely listed as inhibitors; active = well fitted inhibition curve with a large enough effect, not every such curve was filed as active; inconclusive = small, poorly fitted or top-dose-only effect, or another doubt; inactive = no such curve, though single readings can be large or run the other way;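 also: 0% = wells with enzyme and -100% = buffer wells without enzyme; nearly all actives have a fitted effect of over 50% in size; many of its hits are not listed in these tables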
RGS12 GoLoco inh = inhibitors of human Gai1-RGS12 GoLoco interaction (red fluorophore); P63096; Gai1:RGS12 GoLoco peptide FP, rhodamine, 10 min; Potency, µM (highest dose often 61.6 µM), for the others: at the highest dose activity, negative = inhibition, hits mostly inhibitors; 0.44% of 230,000 active; active = well fitted inhibition curve with a large enough effect, not every such curve was filed as active; inactive = no such curve, though single readings can be large or run the other way; also: % is scaled to controls: 0 for no effect and ±100 for the full control effect; nearly all actives have a fitted effect of over 30% in size; many of its hits are not listed in these tables
Target sequence (P63096 whole entry, looked up): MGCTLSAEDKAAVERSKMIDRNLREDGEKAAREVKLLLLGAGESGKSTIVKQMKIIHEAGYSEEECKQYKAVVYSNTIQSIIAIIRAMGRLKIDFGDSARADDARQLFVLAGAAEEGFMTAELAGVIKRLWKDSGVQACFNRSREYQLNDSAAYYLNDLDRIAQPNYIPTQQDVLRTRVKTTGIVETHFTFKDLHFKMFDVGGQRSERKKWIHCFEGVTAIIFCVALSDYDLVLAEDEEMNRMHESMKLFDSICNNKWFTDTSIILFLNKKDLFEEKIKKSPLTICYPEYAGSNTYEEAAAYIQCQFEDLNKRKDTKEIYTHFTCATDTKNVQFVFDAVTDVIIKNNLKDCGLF
IMPase Li cell = IMPase inhibition in cells with lithium potentiation; Potency, µM (top dose mostly 59.4 µM), inactives show at the top dose activity, negative = IMPase inhibition, most hits filed as inhibitors; CHO-M1 cells, IP1 TR-FRET (IP-One), carbachol + lithium; 0.35% of 210,000 active;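 also: IP1 builds up when IMPase is blocked and the TR-FRET signal falls; plate controls were basal vehicle for no effect and high inhibitor control for full effect; nearly all actives have a fitted effect of over 50% in size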
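Concentration–response in CHO-M1 cells, lithium-potentiated; 30 min at 37C. IP1 detected by competitive TR-FRET after 10 min lysis at RT. Hill-fitted AC50.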
NPSR antag = blocks cAMP signaling of the human neuropeptide S receptor | Q6W5P4 | CHO-NPSR cells, cAMP TR-FRET, antagonist mode | Potency, µM (titrated, usually from 38.3 µM), for the others: at the highest dose activity change, negative = inhibition, most hits filed as inhibitors | 1% of 220,000 active | AID 1461; also: % is scaled to controls: 0 for no effect and ±100 for the full control effect; nearly all actives have a fitted effect of over 50% in size; many of its hits are not listed in these tables
KinaseGlo FLuc = Kinase-Glo luciferase inhibition (counter-screen); Kinase-Glo luciferase, ATP luminescence, 8 min; Potency, µM (titrated, usually from 38.3 µM), for the others: top-dose activity change, negative = inhibition, actives largely listed as inhibitors; 0.28% of 200,000 active; AID 1379; also: % is scaled to controls: 0 for no effect and ±100 for the full control effect; nearly all actives have a fitted effect of over 60% in size
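Kinase-Glo luciferase light output from ATP and luciferin was measured with 10 uM ATP, within the enzyme's linear range. Buffer: 50 mM imidazole pH 7.2, 50 mM KCl, 7 mM MgCl2, 0.01% Tween 20, 0.05% BSA; luminescence read after 8 min at ambient temperature.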
* marks the source's active call; other numbers are inactive results; i = inactive; ? = inconclusive; . = not tested or not shown; [ ] = dose if it differs, or a comment. Unless noted, calls follow the shape of the dose curve; as a rule, active = well fitted curve in the direction sought with a large enough effect; inconclusive = small, poorly fitted or top-dose-only effect, or another doubt; inactive = no such curve, though single readings can be large; an effect the other way counts as inactive or inconclusive. Potency is read from the fitted curve at half-maximal effect.

Below each SMILES – SMN2 splice up | RECQ1 helicase | Epigenetic derep | JMJD2E inh | RGS12 GoLoco inh | IMPase Li cell | NPSR antag | KinaseGlo FLuc
- COCCN1C(=O)/C(=C/c2cc3c(cc2Br)OCO3)NC1=S
 : . | -16% | -1.0% | -10% | 16% | 9% | 7% | -1%
- Cc1ccc(CNC(=O)CS(=O)Cc2nc(-c3cccs3)oc2C)cc1 (stereo not given)
 : -7% | -2% | 0.8% | -5% | 10% | -12%[38.3 µM] | -12%[46.1 µM] | -1%
- O=C(Nc1ccc(Br)cc1F)C1CCCN(S(=O)(=O)c2cnc[nH]2)C1 (stereo not given)
 : -14% | -15% | 1.5% | 0% | -11% | -5%[38.3 µM] | 2%[46.1 µM] | 2%
- O=C(/C=C/c1ccccc1)NCCN1CCOCC1
 : 10% | 6% | 1.3% | 5% | -5% | -9% | 23% | 0%
- CCC1=NN(C(=O)c2ccc(Br)cc2)C(O)(c2ccc(C)cc2)C1 (stereo not given)
 : ? | -1% | 0.0% | ? | 4% | 3% | 1% | -2%
- CCOC(=O)c1nn(-c2ccccc2C)c2nc(-c3ccc(Cl)cc3)c(C#N)c(=O)n12
 : -1% | -10% | -0.8% | ? | 0% | 34%[38.3 µM] | -5%[46.1 µM] | 20%
- Cc1ccc(NC(=O)CN2C(=O)C3C4C=CC(C4)C3C2=O)cc1 (stereo not given)
 : 14% | 0% | -3.7% | -5% | 0% | 1% | 15% | -4%
- CCOC(=O)COc1cccc2c(=O)n(CC(=O)NCc3ccc(F)cc3)ccc12
 : . | -5% | 1.0% | ? | 3% | . | 20% | .
- CS(=O)(=O)N(Cc1ccccc1)c1ccccc1C(=O)O
 : 3% | i | 0.0% | 2% | 5% | 18%[38.3 µM] | -12%[46.1 µM] | 2%
- COc1ccccc1CN1CCNC(=O)C1CC(=O)NCCCn1cccn1 (stereo not given)
 : . | 0% | 17% | -24% | -13% | -4% | -10% | .
- CCOc1ccc(C(CC(=O)O)NC(=O)C23CC4CC(CC(C4)C2)C3)cc1OC (stereo not given)
 : -6% | i | -0.5% | -3% | 3% | 2% | 0% | 3%
- O=C(C1CCCCC1)N1CCC(n2nnc3ccccc32)CC1
 : -10% | i | -2.0% | 3% | 6% | 2% | -8%[46.1 µM] | 0%
- COc1ccccc1-c1nnc(SCC(=O)N2CCOCC2)o1
 : 8.9µM* | i | 1.2% | -1% | 2% | -1% | 9% | 1%
- COc1ccc(/C=N/NC(=O)CNc2ccc(Br)cc2)c(C(=O)O)c1OC
 : 3% | -5% | -0.1% | -3% | 12% | 4% | 22% | 7%
- COc1ccc(/C=C/C(=O)/C=C/c2ccc(OC)cc2OC)c(OC)c1
 : 0% | -6% | 1.1% | -25% | 24% | 10% | . | -3%
- Cn1c(CC(=O)NCCO)c(Sc2ccccc2)c2ccccc21
 : -18%[1.84 µM] | -12% | 1.9% | 4% | 5% | 7% | 5% | 2%
- CCCS(=O)(=O)N1CCN(Cc2ccncc2)CC1
 : -2% | -3% | -1.0% | ? | 1% | 14%[38.3 µM] | 3%[46.1 µM] | 3%
- Cc1cccc(N(Cc2cc3ccccc3[nH]c2=O)C(=O)c2ccco2)c1C
 : -10% | -20% | 0.3% | -5% | -11% | 11%[38.3 µM] | ? | 1%
- CC(C)(C)CC(=O)NCCc1csc(-c2ccccc2)n1
 : . | -13% | 0.7% | 4% | 8% | . | -7% | .
- Cc1c(NC(=O)OCCNC(=O)Nc2ccccc2)sc(=S)n1C
 : 12% | -4% | -0.7% | -3% | 3% | 2%[38.3 µM] | -14%[46.1 µM] | -5%
- CC(=O)NC(Cc1ccc(F)c(F)c1)C(=O)NC1CCN(C(=O)c2ccc(C)cc2)CC1 (stereo not given)
 : . | -3% | 0.1% | 3% | 0% | 8% | -1% | -1%
- O=C(NCc1cccnc1)c1ccccc1Br
 : -5% | -20% | 0.0% | 0% | -2% | 4%[38.3 µM] | -7%[46.1 µM] | -1%
- O=C(COC(=O)c1ccccc1S(=O)(=O)N1CCCCC1)NCC(F)(F)F
 : 4% | i | 1.0% | 5% | 12% | 17%[38.3 µM] | -18%[46.1 µM] | -1%
- CSc1nnc(SCC2=NNC(=O)SC2)s1
 : 24% | 5% | 2.9% | 2% | -5% | 4% | 11% | 4%
- Cc1ccc2c(c1)SC1=NC(c3ccccc3)(C(F)(F)F)NC(=O)N12 (stereo not given)
 : -13% | -9% | 0.8% | 9% | -2% | 5%[38.3 µM] | -16%[46.1 µM] | 0%
- CCOc1ccc(NC(=S)NCc2ccc3[nH]c(C)cc3c2)cc1
 : -25% | -24% | -3.1% | -7% | 1% | -1% | -8% | 2%
- CC1(C)CC(N=C2C([N+](=O)[O-])=CC=C3C2=NC2(CCCCC2)N3O)CC(C)(C)N1
 : . | 7% | 1.1% | ? | 14% | . | -21% | .
- CC(C)C(OC(=O)c1cccs1)C(=O)NCc1ccccc1 (stereo not given)
 : 4% | 0% | 2.1% | 0% | 13% | 5% | -6% | -2%
- COc1ccc(/C=N/NC(=O)c2ccco2)cc1Cn1nc(C)cc1C
 : -3% | 1% | -0.9% | ? | 31%[activator] | 13% | 5% | -2%
- Cc1ccc(S(=O)(=O)NC(=O)NC(C)(C)C)cc1
 : 3% | -2% | 2.4% | -1% | -3% | -27%[38.3 µM] | 4%[46.1 µM] | 0%

In a second layout: entries from further up.
O=C(COC(=O)c1ccccc1S(=O)(=O)N1CCCCC1)NCC(F)(F)F
  SMN2 splice up: 4%; RECQ1 helicase: i; Epigenetic derep: 1.0%; JMJD2E inh: 5%; RGS12 GoLoco inh: 12%; IMPase Li cell: 17%[38.3 µM]; NPSR antag: -18%[46.1 µM]; KinaseGlo FLuc: -1%
CSc1nnc(SCC2=NNC(=O)SC2)s1
  SMN2 splice up: 24%; RECQ1 helicase: 5%; Epigenetic derep: 2.9%; JMJD2E inh: 2%; RGS12 GoLoco inh: -5%; IMPase Li cell: 4%; NPSR antag: 11%; KinaseGlo FLuc: 4%
Cc1ccc2c(c1)SC1=NC(c3ccccc3)(C(F)(F)F)NC(=O)N12 (stereo not given)
  SMN2 splice up: -13%; RECQ1 helicase: -9%; Epigenetic derep: 0.8%; JMJD2E inh: 9%; RGS12 GoLoco inh: -2%; IMPase Li cell: 5%[38.3 µM]; NPSR antag: -16%[46.1 µM]; KinaseGlo FLuc: 0%
CCOc1ccc(NC(=S)NCc2ccc3[nH]c(C)cc3c2)cc1
  SMN2 splice up: -25%; RECQ1 helicase: -24%; Epigenetic derep: -3.1%; JMJD2E inh: -7%; RGS12 GoLoco inh: 1%; IMPase Li cell: -1%; NPSR antag: -8%; KinaseGlo FLuc: 2%

Following part:
Below each SMILES – SMN2 splice up | RECQ1 helicase | Epigenetic derep | JMJD2E inh | RGS12 GoLoco inh | IMPase Li cell | NPSR antag | KinaseGlo FLuc
- CCCC(=O)Nc1ccc(Cl)c(NC(=S)NC(=O)C(C)C)c1
 : -9% | i | 1.1% | 5% | -4% | 7% | -8% | 1%
- COc1ccc(CNC(=O)c2ccccc2SC)cc1
 : 12% | i | 0.0% | 9% | 1% | 5%[38.3 µM] | 3%[46.1 µM] | 0%
- OC(CN1CCCCC1)CN1CCCCC1
 : 22% | -8% | 3.4% | -2% | 51%[activator] | -20%[38.3 µM] | 2%[46.1 µM] | 0%
- Cc1ccccc1CNc1ccc(C(CC(N)=O)NC(=O)c2ccccc2)cc1[N+](=O)[O-] (stereo not given)
 : . | 3% | 0.5% | -6% | 0% | . | -38% | .
- CCCCCCCCCCCCOC1OC(CO)C(O)C(O)C1NC(C)=O (stereo not given)
 : 4% | 2% | -1.5% | -3% | 3% | -12% | 1% | -1%
- CC(C)(C)c1nc2ccccc2[nH]1
 : -12% | 12% | 4.2% | 1% | 7% | 14%[38.3 µM] | 17%[46.1 µM] | 0%
- Cc1c(Cl)cccc1NC(=O)CN1CCC(C(O)(c2ccccc2)c2ccccc2)CC1
 : ? | ? | -1.2% | -8% | 4% | 18%[38.3 µM] | ? | 0%
- COc1cc(OC)c(NC(C)C(=O)NCc2ccccc2)cc1Cl (stereo not given)
 : -9% | -5% | 1.1% | -29% | 8% | -6% | -14% | 3%
- S=c1[nH]nc(-c2cccnc2)n1/N=C/C(Cl)=C\c1ccccc1
 : 13µM* | -8% | ? | -6% | 10% | -8% | -30% | -1%
- COC(=O)c1cc(CSc2nnc(-c3ccccc3)c(-c3ccccc3)n2)oc1C
 : -43%[inhibitor] | -13% | -1.9% | -9% | 18% | 37%[activator][38.3 µM] | -19%[46.1 µM] | -1%
- Cc1ccc(C2C(C#N)=C(N)OC3=C2C(=O)CCC3)s1 (stereo not given)
 : . | 11% | 2.1% | 1% | 14% | 7% | 3% | 2%
- COc1ccc(OC)c(N/C(=N/c2nc(C)cc(C)n2)NC(C)=O)c1
 : . | 0% | -1.1% | -11% | 5% | . | 6% | .
- Clc1cccc(CSc2nnc([C@@H]3CCCN3)o2)c1
 : 26% | -4% | 0.7% | -10% | 12% | 12%[38.3 µM] | 10%[46.1 µM] | 0%
- NS(=O)(=O)c1ccc(CCNC(=O)COC(=O)/C=C/c2ccc(Cl)cc2)cc1
 : -3% | 9% | 0.5% | -3% | -5% | 2% | 6% | 0%
- COc1ccc(/C=N/N2CCOCC2)cc1OCc1ccccc1
 : 1% | -9% | 1.1% | -6% | -13% | 6% | 6% | 4%
- COc1ccc(CCNC(=O)c2ccc(Cl)c(S(=O)(=O)N(C)c3ccccc3)c2)cc1
 : 0%[1.84 µM] | 7% | -0.9% | 1% | 10% | -6% | -36% | 1%
- O=C(C1CCCN1S(=O)(=O)c1ccc(Br)cc1)N1CCOCC1 (stereo not given)
 : 4% | 16% | -4.5% | 10% | -6% | -1% | 12% | -1%
- Cc1cc(C)nc(N2CCC(C(=O)Nc3nnc(C)s3)CC2)n1
 : . | -3% | -2.2% | 6% | . | . | 4%[46.1 µM] | .
- Cc1ccc(N(C(=O)C(F)(F)F)C(C(=O)NC2CCCCC2)c2cccs2)cc1C (stereo not given)
 : 26% | -4% | 0.0% | 5% | -8% | 6%[38.3 µM] | -6%[46.1 µM] | -3%
- COc1ccc(S(=O)(=O)N2CCN(CCO)CC2)cc1-c1nnc2c3ccccc3c(C)nn12
 : -14% | -1% | -1.0% | -5% | -1% | 3% | 19% | -2%

This is a subset, so the mix of outcomes need not match the whole.
